Bioassay records: PubChem BioAssay, The Scripps Research Institute Molecular Screening Center
DDE Tn6 FP inh: inhibitors of Tn6 peptide binding to human fibrin DD(E) | P02675 | Fibrin DD(E) TRITC-Tn6 fluorescence polarization displacement | inhibition, % at 8.3 µM | 370,000 tested, 0.21% active;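 active = inhibition above a per-campaign cutoff: mean of compounds within control limits plus 3 SD, cut at about 15% in these data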;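 also: 0% = median of all compound wells on the plate and 100% = blocking peptide control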
proKLK7 act: activators of human kallikrein-7 zymogen; P49862; purified proKLK7, EDANS-DABCYL substrate fluorescence; 100% is mature enzyme control, 0% vehicle; activation, % at 7 µM; 370,000 tested, 0.9% active; AID 652039;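 active = activation above the mean of all tested compounds plus 3 SD, computed per campaign excluding outliers beyond control limits, cut at about 13% in these data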
Target sequence (P49862 whole entry, looked up): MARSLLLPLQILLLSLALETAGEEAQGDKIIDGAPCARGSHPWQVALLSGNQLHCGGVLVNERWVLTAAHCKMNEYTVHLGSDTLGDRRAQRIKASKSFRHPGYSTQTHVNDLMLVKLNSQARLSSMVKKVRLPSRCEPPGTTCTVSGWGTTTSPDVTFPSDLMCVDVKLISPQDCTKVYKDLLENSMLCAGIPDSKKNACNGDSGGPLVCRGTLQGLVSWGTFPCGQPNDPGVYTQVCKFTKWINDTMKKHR
DDE Tn7 FP inh: DD(E)-Tn7 binding inhibition, primary FP screen; FP displacement of FITC-Tn7 peptide from fibrin DD(E); 0% = median of compound wells per plate; 370,000 tested, 0.13% active; P02675; inhibition, % at 8.3 µM;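 active = inhibition above the mean of compounds falling within the control limits plus 3 SD of them, cut at about 14% in these data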;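 also: 0% = plate median of compound wells and 100% = 10 µM Aha-Tn7 peptide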
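Also added: labelled Tn7 tracer, 0.1 µM; Assay system: human fibrin DD(E) protein; Amount: 2 µM fibrin DD(E); Schedule: 10 min compound pre-incubation, 3 h probe incubation at room temperature; Repeats: one replicate per compound; Read-out basis: percent inhibition; Measured by: fluorescence polarization of the labelled Tn7 tracer.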
LEDGF integ inh: blocks HIV-1 LEDGF/p75-dependent DNA integration; inhibition, % at 3.7 µM; 370,000 tested, 0.64% active; TR-FRET IN-LEDGF/p75 DNA integration, Eu/Cy5;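 active = inhibition above the screen-wide mean plus 3 SD, cut at about 13% in these data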;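 also: signal is the Cy5 over europium emission ratio at 671 and 618 nm; 0% = plate median of compound wells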
TDP2 inh: blocks human TDP2 phosphodiesterase activity; O95551; recombinant TDP2, T5PNP hydrolysis, p-nitrophenol absorbance 415 nm; inhibition, % at 12.8 µM; 370,000 tested, 0.34% active; AID 720702;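 active = inhibition above the mean of all tested compounds plus 3 SD, set per campaign, cut at about 25% in these data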;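 also: 0% = DMSO with enzyme and 100% = buffer with substrate but no TDP2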
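Incubation: 2 h at 37 °C; Test system: recombinant human TDP2; Quantity: enzyme 120 nM; Read-out basis: percent inhibition; Medium: 50 mM Tris-HCl pH 7.5 with Mg2+, KCl, DTT, BSA; Repeats: single replicate; Compound: 12.8 µM single point, 1% DMSO; Signal: epi absorbance; Reagent: 5 mM T5PNP chromogenic substrate; Benchmarks: no-enzyme high, DMSO-plus-enzyme low.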
ASAP1 inh: inhibitors of human ASAP1 ArfGAP activity; Q9ULH1; ASAP1-stimulated ARF1 GTP hydrolysis, GDP FP detection; 360,000 tested, 0.19% active; inhibition, % at 16.5 µM; AID 624377; in the data active = inhibition above about 25%;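 also: 0% = vehicle with enzyme and substrate and 100% = no enzyme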
ADAM17 inh: ADAM17 inhibition, QFRET primary screen; P78536; recombinant ADAM17, EDANS/DABCYL FRET peptide cleavage; inhibition, % at 6.95 µM; 370,000 tested, 0.83% active; AID 720648;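 active = inhibition above the mean of compounds lying between control limits plus 3 SD, set per campaign, cut at about 8.5% in these data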;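 also: 0% = DMSO-only wells as the low control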
Target sequence (P78536 215-824 limits assumed): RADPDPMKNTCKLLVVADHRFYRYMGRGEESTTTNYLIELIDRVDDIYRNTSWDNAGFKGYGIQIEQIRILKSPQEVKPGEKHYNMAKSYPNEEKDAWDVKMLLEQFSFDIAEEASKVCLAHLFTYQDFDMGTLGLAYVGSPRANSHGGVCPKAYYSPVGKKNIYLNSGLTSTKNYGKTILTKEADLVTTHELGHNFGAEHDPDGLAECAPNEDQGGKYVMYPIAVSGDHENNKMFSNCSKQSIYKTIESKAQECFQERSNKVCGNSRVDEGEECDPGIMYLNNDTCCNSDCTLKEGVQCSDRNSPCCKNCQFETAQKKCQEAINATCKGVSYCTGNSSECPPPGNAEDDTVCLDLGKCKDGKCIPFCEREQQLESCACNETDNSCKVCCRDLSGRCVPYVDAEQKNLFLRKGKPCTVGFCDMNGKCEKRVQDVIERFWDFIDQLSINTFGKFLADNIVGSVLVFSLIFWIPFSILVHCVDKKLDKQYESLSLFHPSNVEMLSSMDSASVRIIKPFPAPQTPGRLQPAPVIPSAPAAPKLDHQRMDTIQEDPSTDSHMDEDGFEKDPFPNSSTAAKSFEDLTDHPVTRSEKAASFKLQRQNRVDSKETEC
PLCg1 inh: blocks human PLC-gamma1 enzyme activity; P19174; purified PLC-gamma1, fluorogenic substrate, fluorescence; inhibition, % at 12.2 µM; 370,000 tested, 0.84% active; AID 720700; in the data active = inhibition above about 9.5%
ARFGAP1 inh: inhibitors of rat ARFGAP1; Q62848; Arfgap1-stimulated ARF1 GTP hydrolysis, GDP FP detection; inhibition, % at 16.5 µM; 360,000 tested, 0.26% active;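 active = inhibition above a per-plate limit, mean inhibition of low control wells plus 3 SD, cut at about 25% in these data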;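 also: 0% = DMSO wells with enzyme and 100% = wells lacking Arfgap1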
Target sequence (Q62848 1-136 limits assumed): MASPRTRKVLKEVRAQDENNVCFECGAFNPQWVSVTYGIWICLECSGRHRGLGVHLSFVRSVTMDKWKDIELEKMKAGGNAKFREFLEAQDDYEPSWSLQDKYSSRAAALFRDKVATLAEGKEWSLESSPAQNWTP
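Assay system: Rat Arfgap1 GAP domain (His6, aa 1-136), purified enzyme | Buffer or medium: HEPES 25 mM pH 7.5, NaCl 150 mM, MgCl2, DTT | Schedule: GTP hydrolysis reaction 2 h at 25 °C | Signal: FP of antibody-bound GDP Alexa 633 tracer, ex 620/em 688 nm | Measure: Percent inhibition of Arfgap1-stimulated GTP hydrolysis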
ADAM10 inh: ADAM10 inhibition, QFRET primary screen; recombinant ADAM10, EDANS/DABCYL FRET peptide cleavage, 3 h; inhibition, % at 7 µM; 370,000 tested, 0.62% active; AID 720582;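 active = inhibition above a per-campaign cutoff equal to the mean of compounds falling between control-based bounds plus 3 SD, cut at about 20% in these data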;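 also: 0% = DMSO wells while the 100% control is not disclosed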
* = called active by the depositor; i = inactive; . = no result given. Compounds were not picked by outcome; any-hit rate near 4.2%.

SMILES	DDE Tn6 FP inh	proKLK7 act	DDE Tn7 FP inh	LEDGF integ inh	TDP2 inh	ASAP1 inh	ADAM17 inh	PLCg1 inh	ARFGAP1 inh	ADAM10 inh
COc1ccccc1NC(=O)c1ccc(NC(=O)CSc2n[nH]c(N)n2)cc1	-4	-0.3	-7	0	-3	-9	0	-1	-4	3
COc1ccc(C(=O)Nc2ccc(Cl)cc2C(=O)NCCN2CCOCC2)cc1	-2	0.0	-3	3	1	-10	3	0	7	2
Cc1ccc(C2OCC3(CO)COC(c4ccc(C)cc4)N23)cc1 (centres undefined)	-4	0.2	0	-2	-5	-4	-4	-3	3	1
Cc1ccc(S(=O)(=O)N2C3CCCCC3O[C@H]2CC(=O)OCc2ccccc2)cc1 (some centres undefined)	3	-0.1	7	-2	11	-2	-2	1	0	-6
COc1ccc(NC(=S)NC(=O)/C=C/c2cccs2)cc1	5	-0.4	0	-1	10	11	0	3	-2	4
O=C(c1ccc(F)cc1)C1CCN(Cc2cn[nH]c2-c2ccc(F)cc2)CC1	2	0.6	-5	4	-12	-10	1	1	11	0
Cc1cc(NS(=O)(=O)c2ccc(NC(=O)c3cc4ccccc4o3)cc2)nc(C)n1	-8	-0.5	-4	-8	-11	3	2	9	4	6
CC1(C(=O)NS(=O)(=O)c2ccc(Cl)cc2)CCN1C(=O)C1(c2ccc(Cl)cc2)CCC1 (centres undefined)	6	0.2	0	-2	-8	-3	-3	-1	-15	-17
CC1(C)OC2OC(C3COC(=O)O3)C(OC(=O)c3ccccc3)C2O1 (centres undefined)	-5	-0.1	-6	4	12	-13	-5	4	-8	-9
NNC(=O)c1csc(-c2ccc(C(F)(F)F)cc2Cl)n1	-7	0.2	-5	4	-13	-5	-1	-1	3	-1
COc1cccc(CNC(=O)C2CCN(S(=O)(=O)c3ccccc3)CC2)c1	10	0.6	-5	-2	7	5	-6	1	-11	-1
O=C(Cn1cnc([N+](=O)[O-])n1)NCCc1ccccc1	-2	-0.1	6	-5	3	8	-8	-2	2	-6
Clc1ccc(/C=C/c2nc3ccccc3[nH]2)cc1	3	9.7	-4	-5	3	2	-374	-464	12	i
COC(=O)C1CCN(CC(=O)Nc2sc3c(c2C#N)CCC3)CC1	6	-0.5	3	-1	4	-3	-1	-1	-1	0
CCOc1ccc(-n2c(C)c(C(C)=O)c3cc(O)ccc32)cc1	-3	-0.3	5	3	-2	3	-3	-1	14	-2
CCN(C(=O)COC(=O)c1c2c(nc3ccccc13)/C(=C/c1ccccc1)CC(C)C2)C1CCS(=O)(=O)C1 (centres undefined)	3	-11	-4	0	-1	8	-30	-270	11	-93
COc1ccccc1NC(=O)CSc1ccc(-c2cccs2)nn1	2	0.2	7	-5	-6	-9	-2	-4	3	4
CCC1CCCCN1Cc1nc2c(c(=O)n(C)c(=O)n2C)n1CCC(C)C (centres undefined)	-12	-0.3	2	5	-1	10	-3	3	-2	0
O=C1CCCN1CCCNC(=S)Nc1ccc(F)cc1	5	0.2	1	0	1	-2	0	-2	10	7
O=C(c1cc2cc(Br)ccc2oc1=O)N1CCN(c2ccccn2)CC1	-3	0.8	-10	6	-8	-9	-2	-1	1	1
CSc1nc(Nc2ccc(Cl)cc2)c(C#N)c(=O)[nH]1	-5	-0.6	9	1	-3	-3	-4	-6	-12	-5
O=C(Oc1coc(CSc2ncccn2)cc1=O)c1ccc([N+](=O)[O-])cc1	7	.	4	-2	11	.	-3	-1	.	-50
OC(c1cccc(CN2CCCCC2)c1)c1ncc(-c2cccc(C(F)(F)F)c2)[nH]1 (centres undefined)	4	0.3	1	-4	-4	1	-4	-2	17	-6
Cc1nnc(N2C(=O)C(=O)/C(=C(/O)c3ccc4c(c3)OCCO4)C2c2ccc(F)cc2)s1 (centres undefined)	4	0.2	3	-3	1	-1	-4	-19	12	1
Cc1ccc2c(CC(=O)OCc3csc(C)n3)coc2c1	0	-0.1	5	-2	1	4	-5	4	-1	3

Compound profiles, as listed above. Order of values: DDE Tn6 FP inh | proKLK7 act | DDE Tn7 FP inh | LEDGF integ inh | TDP2 inh | ASAP1 inh | ADAM17 inh | PLCg1 inh | ARFGAP1 inh | ADAM10 inh
CC1(C(=O)NS(=O)(=O)c2ccc(Cl)cc2)CCN1C(=O)C1(c2ccc(Cl)cc2)CCC1 (centres undefined) reads 6 | 0.2 | 0 | -2 | -8 | -3 | -3 | -1 | -15 | -17
CCOc1ccc(-n2c(C)c(C(C)=O)c3cc(O)ccc32)cc1 reads -3 | -0.3 | 5 | 3 | -2 | 3 | -3 | -1 | 14 | -2
O=C1CCCN1CCCNC(=S)Nc1ccc(F)cc1 reads 5 | 0.2 | 1 | 0 | 1 | -2 | 0 | -2 | 10 | 7

Returning to the listing with the six entries that preceded the break.
SMILES	DDE Tn6 FP inh	proKLK7 act	DDE Tn7 FP inh	LEDGF integ inh	TDP2 inh	ASAP1 inh	ADAM17 inh	PLCg1 inh	ARFGAP1 inh	ADAM10 inh
O=C(c1cc2cc(Br)ccc2oc1=O)N1CCN(c2ccccn2)CC1	-3	0.8	-10	6	-8	-9	-2	-1	1	1
CSc1nc(Nc2ccc(Cl)cc2)c(C#N)c(=O)[nH]1	-5	-0.6	9	1	-3	-3	-4	-6	-12	-5
O=C(Oc1coc(CSc2ncccn2)cc1=O)c1ccc([N+](=O)[O-])cc1	7	.	4	-2	11	.	-3	-1	.	-50
OC(c1cccc(CN2CCCCC2)c1)c1ncc(-c2cccc(C(F)(F)F)c2)[nH]1 (centres undefined)	4	0.3	1	-4	-4	1	-4	-2	17	-6
Cc1nnc(N2C(=O)C(=O)/C(=C(/O)c3ccc4c(c3)OCCO4)C2c2ccc(F)cc2)s1 (centres undefined)	4	0.2	3	-3	1	-1	-4	-19	12	1
Cc1ccc2c(CC(=O)OCc3csc(C)n3)coc2c1	0	-0.1	5	-2	1	4	-5	4	-1	3
Cc1cccn2c(=O)c3cc(C(=O)NC4CCS(=O)(=O)C4)n(Cc4ccccc4)c3nc12 (centres undefined)	4	-23	-2	0	3	3	-129	-420	-13	-451
O=C1NNC(c2ccccc2)=N/C1=C\c1ccco1	8	-0.1	-5	6	-9	5	1	-5	5	-8
Cc1ccc(-c2nc(-c3ccccc3)no2)c(Cl)c1	6	0.7	9	0	4	-11	0	5	0	6
COC(=O)[C@]12C[C@H](CC(=O)N3CCN(C(=O)c4ccco4)CC3)C(=O)N(Cc3ccco3)C1=C[C@H](C1CCCC1)O[C@@H]2C	-7	0.7	-8	0	4	.	-5	-4	.	-1
CCCN1CCN(C(=S)Nc2ccc(S(N)(=O)=O)cc2)CC1	8	-0.5	1	1	-2	-8	3	2	0	13
COC(=O)c1ccc(-c2sc3nc(N4CCOCC4)c4c(c3c2N)CCCC4)o1	4	-5.9	1	1	2	8	-24	i	-8	-61
Cc1ccc(N(C(=O)Cc2c[nH]c3ccccc23)C(C(=O)NC2CCCCC2)c2ccco2)cc1 (centres undefined)	-1	0.5	-4	0	-12	4	3	3	14	-5
O=C1c2ccccc2C(=O)N1CCN1CCOCC1	1	0.7	1	1	-6	-22	-3	2	-1	2
COc1ccc(CNC(=O)C2CCC(CNc3c(N4CCCCC4)c(=O)c3=O)CC2)cc1 (centres undefined)	3	-0.2	3	-3	-3	-18	-2	0	0	-19
Cc1cccc(CN2CCN(C(C)C(=O)NC(C)c3ccccc3)CC2)c1 (centres undefined)	-4	-0.4	-1	2	3	11	-5	-3	-7	1
O=C(c1ccc(Cl)cc1)N(Cc1ccc(Br)cc1)N1C(=O)CCC1=O	-11	-0.2	4	4	-8	4	-4	0	0	0
Cc1ccccc1NC(=O)COC(=O)c1cc[n+]([O-])cc1	-4	-0.1	-2	-3	-3	-2	0	3	3	-16
CC(C)C(=O)Nc1nnc(SCc2cccc(F)c2)s1	-5	0.1	-3	-7	-5	9	0	-1	6	-6
Cc1ccc(NC(=O)c2cc(S(=O)(=O)Nc3ccc(C)cc3)cs2)cc1	-4	0.5	12	1	9	8	10*	-1	7	27*
CCOc1nc(N2CCCCC2)nc(-n2cc(-c3ccccc3)nn2)n1	-1	-0.3	-3	1	-11	-6	4	2	-4	1
Cc1ccc(CNC(=O)C(NS(=O)(=O)c2cccc3nsnc23)c2ccccc2)cc1 (centres undefined)	-4	0.1	-4	-1	5	3	0	0	-2	3
COCCn1c(SCC(=O)Nc2cccnc2Cl)nc2cc(Cl)ccc2c1=O	1	-11	-1	-4	6	-6	-2	1	19	-15
CC(=O)Nc1ccc(C(=O)OCC(=O)N(Cc2ccccc2)C(C)(C)C)cc1	-1	0.4	-1	2	8	3	-3	1	-3	-1
COC(=O)C1=C(C)OC(N)=C(C#N)C1c1cc(OC)ccc1OC (centres undefined)	12	31*	-4	-4	-5	8	-4	-13	3	-4
CC(C)(C)OC(=O)N1CCCN(C(=O)c2ccc(Cl)cc2)CC1	0	-0.8	4	5	-10	18	-1	-1	-7	-8
COc1cc(C(=O)Oc2cc(C)cc(C)c2)cc(OC)c1OC	5	-0.8	-9	1	-2	-1	-1	-1	11	-2
Cc1cc(C)cc(C(=O)NC(CC(N)=O)c2ccc(NC3CCCCC3)c([N+](=O)[O-])c2)c1 (centres undefined)	4	-0.9	3	-4	-15	12	0	1	11	-5
COC(=O)/C=C1\N/C(=N\c2nc(C)cc(C)n2)N(c2ccc(C)cc2)C1=O	-8	-0.3	2	-10	3	3	-1	-1	3	10
O=C(CN1C(=O)S/C(=C\c2ccccn2)C1=O)Nc1ccc(F)cc1	2	0.0	2	-3	-2	0	-2	-1	5	-12
O=C(O)c1cc(-c2ccco2)nc2cc3ccccc3cc12	4	9.3	0	4	8	-3	-190	-124	18	i

Individual results from the entries so far.
In proKLK7 act, `O=C1NNC(c2ccccc2)=N/C1=C\c1ccco1` reads -0.1
In PLCg1 inh, `Cc1ccc(C2OCC3(CO)COC(c4ccc(C)cc4)N23)cc1` (centres undefined) reads -3
